Assay outcomes: PubChem BioAssay, National Center for Advancing Translational Sciences (NCATS)
AID inh = activation induced cytidine deaminase inhibition | 91,000 tested, 0.32% active | Q9GZX7 | Potency, µM (top dose mostly 115 µM), for inactives: at the highest dose activity change, negative = inhibition, usual class: inhibitors | AID deamination FRET fluorescence, UDG-coupled, 4 h; also: nearly all actives have a fitted effect of over 25% in size
Target sequence (Q9GZX7 whole entry, looked up): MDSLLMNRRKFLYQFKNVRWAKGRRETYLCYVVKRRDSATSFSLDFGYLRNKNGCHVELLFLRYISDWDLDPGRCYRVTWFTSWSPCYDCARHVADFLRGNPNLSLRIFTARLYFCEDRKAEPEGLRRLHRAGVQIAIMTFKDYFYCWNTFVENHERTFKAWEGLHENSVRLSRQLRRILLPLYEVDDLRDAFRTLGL
UDG counter = blocks uracil-DNA glycosylase in AID counter-screen; FRET deamination/UDG coupled assay, UDG read, 4 h; Potency, µM (doses to about 115 µM), for the others: at the top dose activity change, negative = inhibition, actives largely listed as inhibitors; 91,000 tested, 0.14% active; AID 1347430; also: nearly all actives have a fitted effect of over 65% in size
Numbers without * were called inactive; [ ] = remark or other dose. Calls follow the shape of the dose curve; as a rule, active = well fitted curve in the direction sought with a large enough effect; inconclusive = small, poorly fitted or top-dose-only effect, or another doubt; inactive = no such curve, though single readings can be large; an effect the other way counts as inactive or inconclusive. % is scaled to controls: 0 for no effect and ±100 for the full control effect; potency is read from the fitted curve at half-maximal effect. A portion of the library, so the mix of outcomes need not match the whole.

What do the screens show for `O=C(NC1CC(=O)N(c2cccc(F)c2)C1)c1ccc2c(c1)OCO2` (stereo not given)?
AID inh: inconclusive; UDG counter: -15%

Results for Cc1cccc(NC(=O)CSc2nc(=O)n(Cc3ccco3)c3c2CCC3)c1C ?
AID inh: -24%; UDG counter: 12%

How did COc1ccc(Cc2nc3ccc(C(=O)NCCc4ccc(OC)c(OC)c4)cc3o2)cc1 do in these assays?
AID inh: -18%; UDG counter: inconclusive

What do the screens show for `Cc1nc2nc(NC(=O)C(C)C)[nH]n2c(=O)c1Cc1ccccc1`?
AID inh: -4%; UDG counter: -1%

Results for CCC(=O)c1ccc(OC(=O)c2ccc(C)c(Br)c2)cc1 ?
AID inh: -15%; UDG counter: 0%

Results for O=C(Cn1nc(-c2ccc(Cl)cc2)ccc1=O)NCCc1ccccc1 ?
AID inh: -2%; UDG counter: -6%

How did Clc1ccc(-c2nnc(CSc3nnc4ccccn34)o2)cc1 do in these assays?
AID inh: -3%; UDG counter: -3%

What do the screens show for `CCOCCCNCc1ccc(C)cc1`?
AID inh: 4%; UDG counter: -8%

Results for CCCCSc1nc2c(c(=O)n(C)c(=O)n2C)n1Cc1ccc(Br)cc1 ?
AID inh: 9%; UDG counter: 6%

Results for COc1ccc(N2CCN(S(=O)(=O)c3ccc4c(c3)C(C(C)C)C(=O)N4)CC2)cc1 (stereo not given) ?
AID inh: 32%[activator][57.5 µM]; UDG counter: -7%[57.5 µM]

What do the screens show for `COc1cccc(-n2cc(C(=O)NCCc3cccc(C)c3)c3ccccc3c2=O)c1`?
AID inh: -13%; UDG counter: -13%

What do the screens show for `O=C(O)c1ccc(Nc2nc(-c3ccc(Cl)cc3)cs2)cc1O`?
AID inh: 79µM*; UDG counter: 26%

Results for Cc1ccc(NS(=O)(=O)c2ccc(C)c(C(=O)N(C)C)c2)cc1 ?
AID inh: 5%; UDG counter: -1%

What do the screens show for `CCOC(=O)N1CCN(S(=O)(=O)c2cc(OCC)c(C)cc2OCC)CC1`?
AID inh: -2%; UDG counter: -3%

Results for Cc1ccc(C(=O)CC(C(=O)c2ccc(C)cc2)S(=O)(=O)c2ccc(C)cc2)cc1 (stereo not given) ?
AID inh: 2%; UDG counter: 3%

Results for COc1cc(C(=O)NCC(c2ccc(N(C)C)cc2)N2CCc3ccccc32)cc(OC)c1OC (stereo not given) ?
AID inh: inconclusive; UDG counter: inconclusive

Results for O=C(NC1CCCC1)c1cc(-c2ccccn2)nc2c(Cl)cccc12 ?
AID inh: 9%; UDG counter: 0%

How did COc1cc(Cl)c(NC(=O)c2ccc3c(=O)n4c(nc3c2)CCCCCC4)cc1OC do in these assays?
AID inh: -1%; UDG counter: 0%

What do the screens show for `CCOc1ccc(/C=C/c2nc(C#N)c(N3CCC(C)CC3)o2)cc1`?
AID inh: inconclusive; UDG counter: inconclusive

How did CCc1ccc(NC(=O)CN2C(=O)c3ccccc3Sc3ccc(C(=O)N4CCCC4)cc32)cc1 do in these assays?
AID inh: 0%; UDG counter: -4%[57.5 µM]

How did N#Cc1ccc(CN2CCN(Cc3nnsc3Cl)CC2)cc1 do in these assays?
AID inh: 0%; UDG counter: 1%

Results for Cc1ccc(CNS(=O)(=O)c2cc3c(cc2C)N(C)CCO3)cc1 ?
AID inh: -7%; UDG counter: 4%

Results for O=C(CCC1CCCC1)Nc1ccc2ccccc2c1 ?
AID inh: 1%; UDG counter: -2%

What do the screens show for `CSc1nnc(-c2ccccc2NC(=O)c2cccc(S(=O)(=O)N3CCCCCC3)c2)o1`?
AID inh: -9%; UDG counter: 12%

What do the screens show for `COc1ccccc1CCNC(=O)C(=O)NCC(c1cccs1)S(=O)(=O)c1cccs1` (stereo not given)?
AID inh: -6%; UDG counter: -21%

What do the screens show for `CCOC(=O)COc1ccc2c(=O)c(Oc3ccc(C(=O)OCC)cc3)c(C)oc2c1`?
AID inh: 5%; UDG counter: 4%

Results for CCCCOc1ccc(OC(=O)c2sc3ncn(Cc4cccc(F)c4)c(=O)c3c2C)cc1 ?
AID inh: 8%; UDG counter: 0%

How did Cc1cc(=O)oc2cc(OS(=O)(=O)c3ccc(Br)cc3Cl)ccc12 do in these assays?
AID inh: -10%; UDG counter: -2%

How did COc1cccc(NC(=O)C2CCCN(S(=O)(=O)c3cccc4nonc34)C2)c1 (stereo not given) do in these assays?
AID inh: 13%; UDG counter: 5%

Results for NC(=O)CCS(=O)(=O)CCN1CCCC1c1cccc(Cl)c1 (stereo not given) ?
AID inh: -1%; UDG counter: 1%

Results for CN(Cc1cccs1)C(C(=O)NC1CC1)c1ccccc1 (stereo not given) ?
AID inh: -11%; UDG counter: -3%

How did Cc1cc(N)c2ccccc2[n+]1CCCCCCCCCC[n+]1c(C)cc(N)c2ccccc21 do in these assays?
AID inh: 50µM*; UDG counter: 89µM*

How did Cc1ccc(Cl)cc1NC(=O)C1CCN(S(=O)(=O)c2cccc3nonc23)CC1 do in these assays?
AID inh: 50%[activator]; UDG counter: -1%

How did Cc1ccc(C)c(CN2C(=O)CSc3ccc(C(=O)NCc4ccccc4)cc32)c1 do in these assays?
AID inh: -8%; UDG counter: 5%

What do the screens show for `Cc1ccc(Nc2nnc(SCc3nnc(C(C)(C)C)o3)s2)cc1`?
AID inh: -2%; UDG counter: 0%

Results for CCCCn1c(=O)n(C(C)C(=O)Nc2ccc3c(c2)CCC3)c(=O)c2c1ncn2Cc1ccco1 (stereo not given) ?
AID inh: -10%; UDG counter: -2%

How did NS(=O)(=O)c1ccc(N/N=C/c2ccc(Br)cc2)c([N+](=O)[O-])c1 do in these assays?
AID inh: -2%; UDG counter: -5%

How did CCc1cccc(C)c1NC(=O)Cn1cc2c(n1)CCCC2 do in these assays?
AID inh: -8%; UDG counter: 7%

How did O=[N+]([O-])/C(=C(\Sc1ccc(Cl)cc1)c1ccccc1)c1ccccc1 do in these assays?
AID inh: -14%; UDG counter: 0%

Results for CCOc1ccc(CCNC(=O)C2CCCN(c3nnc(C)c4c(C)n(-c5ccccc5)nc34)C2)cc1 (stereo not given) ?
AID inh: inconclusive; UDG counter: 2%

How did COc1ccc(CCNS(=O)(=O)c2ccc(N3CCCCS3(=O)=O)cc2)cc1OC do in these assays?
AID inh: -6%; UDG counter: 7%

How did Fc1ccc(C(c2nnc(-c3ccccc3)o2)N2CCN(c3cccc(Cl)c3)CC2)cc1 (stereo not given) do in these assays?
AID inh: inconclusive; UDG counter: inconclusive

How did Cc1ccccc1C(=O)NCCc1sc(-c2ccc(Cl)cc2)nc1C do in these assays?
AID inh: -2%; UDG counter: -28%

Results for COC(=O)CC(NC(=O)Cc1ccc(Cl)c(Cl)c1)c1cccs1 (stereo not given) ?
AID inh: 4%; UDG counter: -1%

Results for O=C(Nc1cccc(C(F)(F)F)c1)C1=CCN(Cc2ccc(F)cc2)CC1 ?
AID inh: 2%; UDG counter: 1%

Results for O=C(CSc1nc2ccccc2nc1N1CCCC1)N1CCN(C2CCCCC2)CC1 ?
AID inh: -19%; UDG counter: 2%

How did COc1ccc(-c2cc(C)no2)cc1S(=O)(=O)Nc1c(C)cc(C)cc1C do in these assays?
AID inh: -7%; UDG counter: 3%

Results for CCCc1nn2c(=O)cc(COC(=O)c3ccc(NC(=O)c4cccs4)cc3)nc2s1 ?
AID inh: inconclusive; UDG counter: -12%

What do the screens show for `CCc1ccc(CNC(=O)Cn2nc(C)n3c(cc4cc(C)ccc43)c2=O)cc1`?
AID inh: 4%; UDG counter: -13%

What do the screens show for `CCCCN(CCCC)c1nc2c([nH]1)c(=O)[nH]c(=O)n2C`?
AID inh: 2%; UDG counter: 7%

Results for Cn1cnc2c1c(=O)n(CCCSCc1ccc(Br)cc1)c(=O)n2C ?
AID inh: -8%; UDG counter: -16%

Results for CC(=O)N1CCN(Cc2nnc(C(C)(C)C)o2)CC1 ?
AID inh: 3%; UDG counter: 4%

How did COc1cccc(C(=O)Nc2ccc3nc(SCC(=O)N4CCc5ccccc54)sc3c2)c1 do in these assays?
AID inh: 4%; UDG counter: 22%

Results for COc1ccc(CCC(=O)NCCc2csc(-c3ccc(F)cc3)n2)cc1 ?
AID inh: 25%; UDG counter: -8%

What do the screens show for `Cc1ccc(C)c(-c2csc(-c3ccccc3)n2)c1`?
AID inh: 8%; UDG counter: 2%

What do the screens show for `CC(C)(CO)NC(=O)c1cc(-c2cccc3ccccc23)nc2ccccc12`?
AID inh: -1%; UDG counter: -3%

How did COc1cc(C2C(=O)N(C3CCCCC3)CC(=O)N2C2CCCCC2)ccc1OC(C)C (stereo not given) do in these assays?
AID inh: 16%; UDG counter: 0%[57.5 µM]

How did CCOC(=O)c1c(NC(=O)CCCOc2ccc(Cl)cc2)sc2c1CCC2 do in these assays?
AID inh: -29%; UDG counter: inconclusive

Results for Cc1ccc(C(=O)Nc2ccc(N(C)C)cc2)cc1C ?
AID inh: 11%; UDG counter: -9%

What do the screens show for `O=C(Nc1ccc2oc(-c3cccnc3)nc2c1)c1ccc(-c2cccc(OC(F)(F)F)c2)o1`?
AID inh: 131%[activator]; UDG counter: -5%

What do the screens show for `CC(C)NC(=O)Nc1ccc(CN)cc1`?
AID inh: 0%; UDG counter: -1%

What do the screens show for `COCCn1c(Cc2ccccc2)nnc1SCc1cc2ccccc2nc1Cl`?
AID inh: -2%; UDG counter: -9%

Results for CC(=O)c1cccc(Nc2nc3ccccc3nc2NS(=O)(=O)c2ccccc2)c1 ?
AID inh: 1%; UDG counter: -6%

Results for CC(C)NC(=O)CCn1cnc2sc3c(c2c1=O)CCCC3 ?
AID inh: 3%; UDG counter: 0%

How did Cc1cccc(Oc2coc3cc(OCC(=O)OCCC(C)C)ccc3c2=O)c1 do in these assays?
AID inh: -2%; UDG counter: -1%

What do the screens show for `CSc1ncc(Cl)c(C(=O)N(Cc2ccc(N(C)C)cc2)Cc2ccco2)n1`?
AID inh: inconclusive; UDG counter: inconclusive

Results for CCCCCCC#CC#Cc1cccc(C(=O)O)c1 ?
AID inh: inconclusive; UDG counter: -1%

What do the screens show for `O=S(=O)(c1ccc(-c2cc(C(F)(F)F)on2)s1)N1CCN(c2ccccc2)CC1`?
AID inh: -6%; UDG counter: -6%

What do the screens show for `O=C(Nc1nc2ccccc2n1CCOc1ccccc1)c1ccco1`?
AID inh: 8%; UDG counter: 7%

What do the screens show for `Cc1cccc(N2CCN(C(C(=O)O)c3cn(C)c4cc(C(=O)O)ccc34)CC2)c1C` (stereo not given)?
AID inh: 9%; UDG counter: -1%

What do the screens show for `CCOc1cc(/C=C(\C#N)c2nc3ccccc3[nH]2)ccc1OC(C)CC` (stereo not given)?
AID inh: 0%; UDG counter: -4%

Results for CCOC(=O)N1CCN(C(=O)CN(c2ccccc2F)S(=O)(=O)c2ccc(C)cc2)CC1 ?
AID inh: -4%; UDG counter: -23%

How did N#Cc1ccccc1-c1ccc(CN2CCCC2)cc1 do in these assays?
AID inh: -11%; UDG counter: -3%

What do the screens show for `CC(C)C(=O)c1cc2c(cc1NC(=O)c1ccccc1F)OCCO2`?
AID inh: inconclusive; UDG counter: inconclusive

What do the screens show for `COc1ccc(C(=O)Oc2ccc(C(C)C)cc2)cc1Cl`?
AID inh: 3%; UDG counter: 4%

Results for CN(C)c1ccc(C(CNS(=O)(=O)c2ccc(F)cc2F)N2CCOCC2)cc1 (stereo not given) ?
AID inh: -9%; UDG counter: 0%

Results for COc1ccc(-n2nc(C(=O)N(C)c3cc(Cl)ccc3OC)c3c4ccccc4n(C)c3c2=O)cc1 ?
AID inh: 1%; UDG counter: 13%

How did Cc1ccc(C)c(CN2C(=O)c3ccccc3S(=O)(=O)c3ccc(C(=O)N(C)C4CCCCC4)cc32)c1 do in these assays?
AID inh: inconclusive; UDG counter: -15%

What do the screens show for `CCc1ccc(CNC(=O)c2cc(SC)ccc2C)s1`?
AID inh: -17%; UDG counter: -7%

Results for CC(C)COCCCN ?
AID inh: -1%; UDG counter: -4%

What do the screens show for `CCc1ccc(-c2nn(-c3ccc(OC)cc3)c3c2cnc2ccc(OC)cc23)cc1`?
AID inh: 2%; UDG counter: 15%

Arranged by length of the SMILES (high to low): 12 of the compounds above.
How did Cc1ccc(C)c(CN2C(=O)c3ccccc3S(=O)(=O)c3ccc(C(=O)N(C)C4CCCCC4)cc32)c1 do in these assays?
AID inh: inconclusive; UDG counter: -15%

Results for COc1ccc(-n2nc(C(=O)N(C)c3cc(Cl)ccc3OC)c3c4ccccc4n(C)c3c2=O)cc1 ?
AID inh: 1%; UDG counter: 13%

What do the screens show for `O=S(=O)(c1ccc(-c2cc(C(F)(F)F)on2)s1)N1CCN(c2ccccc2)CC1`?
AID inh: -6%; UDG counter: -6%

Results for CN(C)c1ccc(C(CNS(=O)(=O)c2ccc(F)cc2F)N2CCOCC2)cc1 (stereo not given) ?
AID inh: -9%; UDG counter: 0%

What do the screens show for `CCOc1cc(/C=C(\C#N)c2nc3ccccc3[nH]2)ccc1OC(C)CC` (stereo not given)?
AID inh: 0%; UDG counter: -4%

What do the screens show for `CC(C)C(=O)c1cc2c(cc1NC(=O)c1ccccc1F)OCCO2`?
AID inh: inconclusive; UDG counter: inconclusive

What do the screens show for `O=C(Nc1nc2ccccc2n1CCOc1ccccc1)c1ccco1`?
AID inh: 8%; UDG counter: 7%

What do the screens show for `COc1ccc(C(=O)Oc2ccc(C(C)C)cc2)cc1Cl`?
AID inh: 3%; UDG counter: 4%

What do the screens show for `CCc1ccc(CNC(=O)c2cc(SC)ccc2C)s1`?
AID inh: -17%; UDG counter: -7%

How did N#Cc1ccccc1-c1ccc(CN2CCCC2)cc1 do in these assays?
AID inh: -11%; UDG counter: -3%

Results for CCCCCCC#CC#Cc1cccc(C(=O)O)c1 ?
AID inh: inconclusive; UDG counter: -1%

Results for CC(C)COCCCN ?
AID inh: -1%; UDG counter: -4%
